From PubChem BioAssay
Rv3671c protease: Rv3671c serine protease inhibitors, primary screen, biochemical, fluorescence polarization, M. tuberculosis H37Rv; P9WHR9; inhibition, % at 5.96 µM; 0.048% of 320,000 active; AID 2606, 2010; in the data active = inhibition above about 38%;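 note: extracellular domain of Rv3671c used as enzyme; 0% = enzyme with DMSO and 100% = no enzyme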
Target sequence (P9WHR9 whole entry, looked up, the tested form may be a part): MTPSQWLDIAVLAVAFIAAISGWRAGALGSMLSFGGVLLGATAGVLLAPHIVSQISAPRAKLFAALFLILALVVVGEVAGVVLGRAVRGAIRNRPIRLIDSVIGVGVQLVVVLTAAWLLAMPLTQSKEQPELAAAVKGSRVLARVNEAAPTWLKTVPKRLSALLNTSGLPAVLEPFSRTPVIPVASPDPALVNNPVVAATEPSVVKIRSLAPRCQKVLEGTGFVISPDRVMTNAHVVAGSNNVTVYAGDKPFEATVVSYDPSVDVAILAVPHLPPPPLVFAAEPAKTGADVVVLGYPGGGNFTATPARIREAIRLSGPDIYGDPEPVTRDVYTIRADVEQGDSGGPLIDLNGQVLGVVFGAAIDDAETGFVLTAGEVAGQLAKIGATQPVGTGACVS
Anthrax LF inh2: Bacillus anthracis LF protease inhibitors, primary screen, biochemical, multiplex microsphere, MLPCN library; Lethal factor (Bacillus anthracis), P15917; multiplex microsphere protease cleavage assay; inhibition, % at 10 µM; 0.12% of 360,000 active; note: plate controls were buffer without enzyme for full effect and enzyme alone for no effect
MazEF act: activators of E. coli MazEF toxin-antitoxin RNase, primary screen, biochemical, fluorescence, uHTS; 0.32% of 350,000 active; AID 504720, 2011; activation, % at 20 µM; FAM/BHQ RNA-DNA oligo cleavage fluorescence, 5 h; Endoribonuclease toxin MazF (Escherichia coli (strain K12)), P0AE70; in the data active = activation above about 50%
Target sequence (P0AE70 whole entry, looked up): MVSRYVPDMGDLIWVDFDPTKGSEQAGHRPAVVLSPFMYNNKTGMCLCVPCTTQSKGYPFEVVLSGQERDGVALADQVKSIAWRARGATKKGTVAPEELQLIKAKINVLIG
BoNT A protease: BoNT/A light chain protease inhibitors, primary screen, biochemical, flow cytometry, MLPCN library. inhibition, % at 10 µM. multiplex microsphere protease substrate cleavage. 0.17% of 360,000 active. Botulinum neurotoxin type A light chain protease (Clostridium botulinum A str. ATCC 3502); note: plate controls were buffer without enzyme for full effect and enzyme alone for no effect
PrPC surface inh: inhibitors of human cell surface prion protein PrPC, primary screen, cell-based, TR-FRET | inhibition, % at 13.8 µM | TR-FRET read-out | Major prion protein (Homo sapiens), P04156 | AID 720596, 2013 | 0.43% of 370,000 active; in the data active = inhibition above about 24%; note: 0% = median of the test wells and 100% = reference compound wells
BoNT-F LC inh: BoNT/F light chain protease inhibitors, primary screen, biochemical, flow cytometry, MLPCN library | Botulinum neurotoxin type F light chain protease (Clostridium botulinum) | Multiplex microsphere protease cleavage assay | inhibition, % at 10 µM | 0.22% of 360,000 active | AID 588497, 2011; in the data active = inhibition above about 35%, passing the limit was not always enough; inconclusive = no clear call, values can overlap the other calls; note: plate controls were buffer without enzyme for full effect and enzyme alone for no effect
VHR inh abs: VHR1 phosphatase inhibitors, primary screen, biochemical, absorbance, uHTS; Dual specificity protein phosphatase 3 (Homo sapiens), P51452; recombinant VHR phosphatase, pNPP absorbance; inhibition, % at 13.3 µM; 0.52% of 290,000 active; in the data active = inhibition above about 50%; note: some compounds called inactive have numbers as strong as hits
Target sequence (P51452 whole entry, looked up): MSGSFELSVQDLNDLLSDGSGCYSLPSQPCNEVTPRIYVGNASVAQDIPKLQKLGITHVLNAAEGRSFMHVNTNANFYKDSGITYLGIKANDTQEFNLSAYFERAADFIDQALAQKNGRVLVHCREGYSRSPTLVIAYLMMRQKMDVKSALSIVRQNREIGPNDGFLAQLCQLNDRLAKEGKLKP
3CLpro inhibitor: SARS-CoV 3CLpro protease inhibitors, primary screen, biochemical, quenched FRET; Replicase polyprotein 1ab (Severe acute respiratory syndrome coronavirus), P0C6X7; 0.14% of 290,000 active; recombinant SARS-CoV 3CLpro, quenched FRET peptide cleavage; inhibition, % at 6 µM; AID 1706, 2009; in the data active = inhibition above about 12%
PriA SSB inh: inhibitors of Klebsiella pneumoniae PriA binding to SSB C-terminal tail, primary screen, biochemical, AlphaScreen | PriA–SSB C-terminal tail interaction (Klebsiella pneumoniae) | AlphaScreen SSBct-PriA binding, biotinylated peptide | inhibition, % at 33 µM | 0.6% of 430,000 active | AID 1272365, 2023; in the data active = inhibition mostly above about 37%, no sharp cut-off; inactive = mostly below about 20%;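 note: plate controls were negative control peptide for no effect and reference peptide for full effect; strong numbers were not always called active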
CCHFV vOTU inh: CCHFV vOTU protease inhibitors, primary screen, biochemical, Pep-AMC substrate, fluorescence; 0.55% of 370,000 active; Crimean-Congo hemorrhagic fever virus L polyprotein viral ovarian tumor (vOTU) protease …; inhibition, % at 11.5 µM; in the data active = inhibition above about 30%; note: 0% = vehicle wells with enzyme and 100% = no enzyme wells
The depositor's hits bear a star; u = inconclusive; x = not tested or not shown; & = joins results of further samples. Cut-off read from the data, not from the text of the source, unless noted: active = inhibition above about 30%; inconclusive = no clear call, values can overlap the other calls; inactive = below that. Only part of the results is shown. The share of hits here may be higher or lower than overall.

SMILES	Rv3671c protease	Anthrax LF inh2	MazEF act	BoNT A protease	PrPC surface inh	BoNT-F LC inh	VHR inh abs	3CLpro inhibitor	PriA SSB inh	CCHFV vOTU inh
CCOC(=O)C(=CNc1ccccc1N1CCOCC1)C(=O)OCC	2.3	-16.1	-14.6	7.4	-1.9	u	1.7	2.1	-0.7	9.2
O=C(C1CC1)N1N=C(c2ccccc2)CC1(O)C(F)(F)C(F)(F)F (centres undefined)	-4.5	-5.8	9.0	1.3	-4.2	u	0.1	1.9	-3.7	-7.5
CCOC(=O)C1(CCc2ccccc2)CCN(Cc2ccn[nH]2)CC1	6.3	-1.4	8.9	0.2	-8.6	-4.3	19.8	2.6	-8.1	6.8
CCCC(O)(CCC)C(=O)NN(C(=O)OC)c1ccccc1	2.0	0.9	2.0	-0.2	-1.3	-0.3	17.7	-2.7	-1.5	-3.5
Cc1ccc(C)c(NC(=O)C(=O)NCC2CCCN2S(=O)(=O)c2cccs2)c1 (centres undefined)	-7.0	-0.3	-2.5	-2.7	1.2	1.3	x	x	-19.2	28.1
Cc1ccc(OCCCCN2CCc3ccccc3C2)cc1	1.2	7.4	1.7	2.3	-3.8	15.0	26.1	-1.9	-12.1	-3.9
CCCCCC(=O)N1C[C@@H](O)[C@H](n2cc(COC(=O)c3ccccc3)nn2)C[C@@H]1c1ccc(OC)cc1	x	3.9	4.2	0.2	9.1	10.1	x	x	x	6.2
Cc1cc(NS(=O)(=O)c2ccc(NC(=O)c3cccnc3)cc2)nc(C)n1	5.8	-2.7	6.5	-0.8	-6.9	10.4	-13.7	-6.0	-6.5	6.6
COC(=O)C1C2C=CC(C3CC23)C1C(=O)OCC(=O)c1ccc(OC)cc1 (centres undefined)	0.7	-12.2	6.7	0.5	1.2	3.4	-16.7	2.8	-21.8	2.5
COc1ccc(S(=O)(=O)N(CC(=O)NCc2ccncc2)c2cc(C)cc(C)c2)cc1OC	1.1	9.8	3.9	0.9	0.3	9.8	-11.2	1.1	-9.3	3.1
C=C[C@@H]1c2cc(C)ccc2N(S(=O)(=O)c2ccc(C)cc2)[C@H](c2ccccc2)C1(C#N)C#N	-1.3	-5.8	-13.4	0.3	3.6	7.9	x	x	-15.9	2.5
CCN(CC(=O)NC1CCS(=O)(=O)C1)S(=O)(=O)c1ccccc1 (centres undefined)	9.1	-2.5	9.1	1.1	-1.6	5.5	12.4	5.1	-11.2	1.3

The last 4 records of the part above lead into the next.
SMILES	Rv3671c protease	Anthrax LF inh2	MazEF act	BoNT A protease	PrPC surface inh	BoNT-F LC inh	VHR inh abs	3CLpro inhibitor	PriA SSB inh	CCHFV vOTU inh
COC(=O)C1C2C=CC(C3CC23)C1C(=O)OCC(=O)c1ccc(OC)cc1 (centres undefined)	0.7	-12.2	6.7	0.5	1.2	3.4	-16.7	2.8	-21.8	2.5
COc1ccc(S(=O)(=O)N(CC(=O)NCc2ccncc2)c2cc(C)cc(C)c2)cc1OC	1.1	9.8	3.9	0.9	0.3	9.8	-11.2	1.1	-9.3	3.1
C=C[C@@H]1c2cc(C)ccc2N(S(=O)(=O)c2ccc(C)cc2)[C@H](c2ccccc2)C1(C#N)C#N	-1.3	-5.8	-13.4	0.3	3.6	7.9	x	x	-15.9	2.5
CCN(CC(=O)NC1CCS(=O)(=O)C1)S(=O)(=O)c1ccccc1 (centres undefined)	9.1	-2.5	9.1	1.1	-1.6	5.5	12.4	5.1	-11.2	1.3
Cc1cc(=O)oc2cc(OCC3CC(c4ccccc4)=NO3)ccc12 (centres undefined)	3.6	-1.0	-13.2	-1.3	x	-11.5	-6.7	1.5	1.2	x
COc1ccc2nc(Cl)cc(Cl)c2c1	4.7	-4.5	-4.0	0.7	3.5	u	24.5	-2.1	-6.3	-18.3
Cc1c(C(=O)OCC(=O)N2c3ccccc3CC2C)oc2ccccc12 (centres undefined)	-6.1	-17.4	18.9	-4.5	4.7	-31.1	16.3	2.1	-6.9	3.1
COCCCNc1oc(-c2ccccc2Cl)nc1C#N	6.4	-0.3	6.6	-0.2	0.3	1.4	28.6	3.7	0.0&-1.1	8.1
C=C(C)CSc1nnc2n(N)c(=O)c3ccccc3n12	-0.5	-18.7	6.0	-0.6	1.5	0.7	12.5	2.4	-25.3	-6.2
CCOc1ccc(CN(C)C(=O)c2ccc3ccccc3n2)cc1	-1.7	1.1	11.0	1.3	0.9	5.7	48.2	-0.4	-9.6	2.9
C[C@@]12C(=O)N(c3ccccc3)C(=O)N1[C@@H]1c3ccccc3OC[C@@H]1[C@H]2c1ccccc1	-2.7	1.2	-4.0	-0.4	5.8	-3.5	x	x	-2.2	5.9
COc1cccc(CNC(=O)CN(C)S(=O)(=O)c2ccc3c(c2)c(=O)n(C)c(=O)n3C)c1	9.5	-5.7	0.3	-0.2	2.2	4.0	5.5	0.1	-5.7	13.3
O=C(O)C(Nc1nc(C(F)(F)F)nc2ccccc12)c1ccccc1 (centres undefined)	5.5	10.8	15.9	1.7	4.3	u	-13.1	2.9	-0.8	3.2
O=C1Nc2c(Cl)cc(Cl)cc2C1=O	x	-5.1	8.1	0.2	-4.2	-1.6	x	x	-8.3	18.0
CCOc1ccc(S(=O)(=O)NCCC(=O)NCC(c2ccc(OC)cc2)N2CCCC2)cc1 (centres undefined)	-5.5	1.0	1.3	-0.8	-4.6	5.1	x	x	2.4	2.1
O=C(CCn1c(=O)sc2ccccc21)NCCCn1ccnc1	-11.3	0.7	-1.6	-0.4	3.7	-5.8	9.4	0.0	-5.1	-15.5
CC(=O)C1CCC2C3CC(C)C4(O)CC(=O)CCC4(C)C3C(O)CC12C (centres undefined)	x	-5.3	8.3	0.5	-0.7	-4.7	x	x	-9.6	-10.3
Clc1ccc(CSC2=NCCCN2)cc1Cl	-0.5	-0.2	-0.6	0.0	-5.2	4.8	27.5	-2.0	-14.3	6.7
CCCNc1c(NS(=O)(=O)c2cccs2)c(=O)oc2ccccc12	-0.1	1.0	2.8	-2.4	-7.1	-0.4	5.3	4.6	-4.9	10.8
Cc1cc(C(=O)OCC(=O)N(CC(C)C)c2c(N)n(Cc3ccccc3)c(=O)[nH]c2=O)c(C)o1	0.9	x	-4.8	x	3.2	x	x	x	13.2	-5.6
CC(C)(C)c1ccc(C(=O)N2CCC(C(=O)NCCC3=CCCCC3)CC2)cc1	-1.7	-3.7	1.5	-0.9	-2.0	-6.6	18.9	1.6	-5.9	20.7
CCc1ccc(NS(=O)(=O)c2cc3c(cc2C)n(C)c(=O)c(=O)n3C)cc1	-0.4	0.5	10.6	0.5	0.8	8.1	21.2	-2.7	-11.0	-6.7
O=C(COC(=O)c1ccc(F)cc1)NCc1ccc(F)cc1	2.5	0.1	4.6	2.2	7.8	2.8	x	x	-1.0	6.5
CCCCCOC(=O)NCCOC(=O)Nc1ccc(C(=O)OCC)cc1	-7.8	12.1	-3.2	2.2	4.3	13.6	15.2	-3.4	-14.1	5.4
CCOCc1nnc(NC(=O)c2ccco2)s1	-5.9	0.4	4.9	-0.2	7.0	-9.0	-8.3	-2.8	5.7	5.7
CC1=C(C(=O)OC(C)C)C(C)NC(=O)N1 (centres undefined)	0.6	-10.6	6.8	-0.1	2.6	6.1	11.7	-3.1	-7.5	-7.4
O=C(CCc1ccccc1)NNC(=O)c1ccco1	-3.0	-2.7	0.4	0.4	-0.2	-8.5	8.2	-3.5	3.4	1.2
Cc1nn(Cc2noc(C(=O)NCC3CCCO3)n2)c(C)c1Br (centres undefined)	3.0	-0.2	4.1	1.2	1.6	6.9	6.5	0.6	-3.6	-2.0
CCN1CCN(c2cc(C)c3cc(NC(=O)c4ccc5c(c4)OCO5)ccc3n2)CC1	1.2	3.2	11.8	-0.8	11.9	-6.6	-14.1	-5.4	7.2	12.3
CCNC(=O)C1(C)CCCN(C(=O)c2cc(C)n(C(C)(C)C)n2)C1 (centres undefined)	x	-7.4	x	-0.6	5.6	-9.5	x	x	x	6.8
CN(C)c1ccc(-c2nnn(CC(=O)NCc3ccc4c(c3)OCO4)n2)cc1	-1.7	-0.1	-6.3	-0.8	2.6	-4.7	22.3	-4.7	-8.3	-1.5
CCOc1ccc(S(=O)(=O)Nc2ccn(C)n2)cc1	0.1	-3.1	2.0	0.1	-4.6	u	x	x	-6.2	1.1
CC(C)Oc1ccc(C(CC(=O)O)NC(=O)CSc2ncn[nH]2)cc1 (centres undefined)	-1.0	0.5	8.4	0.1	3.7	-2.2	14.4	-1.0	-6.1	9.6
Cc1cc(OCCCn2cnc3ccccc3c2=O)ccc1[N+](=O)[O-]	-4.4	0.4	-4.5	-0.6	6.2	-12.8	-7.2	-3.5	3.3	3.7
CC(C)(C)c1ccc(-c2nnc(SCC(=O)O)n2N)cc1	-5.2	-2.5	-3.7	1.5	3.8	3.2	31.5	-3.8	-2.6	-2.2
CCCNC(=O)C1(C)CCCN(Cc2ccc(Cl)cc2)C1 (centres undefined)	x	4.1	x	-0.2	-1.5	-0.7	x	x	x	-13.7
CC(Sc1nc(N)cc(N)n1)C(=O)NCC1CCCO1 (centres undefined)	4.3	-2.3	2.4	-1.3	3.5	-5.1	x	x	-2.5	2.7
O=C(CCc1ccccc1)Nc1ccc(NS(=O)(=O)c2ccccc2)cc1	-3.8	-10.9	16.1	0.2	7.6	15.6	15.5	-2.1	-3.8	-8.6
COCCCNC(=O)CN(c1cc(Cl)ccc1OC)S(C)(=O)=O	-1.5	-0.7	-1.1	-0.7	0.9	-5.4	42.4	5.1	-19.2	-9.7
O=S(=O)(c1ccc(Cl)cc1)n1cccn1	-6.5	-2.0	3.6	-1.0	-2.3	-1.2	16.6	3.0	2.5	8.0
CNC(=O)CC1C(=O)N(C)C(=S)N1NC(=O)c1ccccc1 (centres undefined)	-0.4	10.6	7.5	2.8	-10.1	30.0	-18.5	-1.7	-11.4	-7.5
CCOC(=O)c1c(C)n(C)c2ccc(O)c(CN3CCCCC3)c12	4.1	0.1	10.5	-0.3	-0.7	-4.5	-11.1	-2.4	5.0	10.8
O=C(Nc1ccc2c(c1)OCO2)Nc1ccccn1	-15.9	-1.8	5.1	-0.5	-1.7	-5.1	-7.4	-2.5	7.9	4.6
O=C(N/N=C/c1ccc(O)cc1)c1cc(-c2ccccc2)nc2ccccc12	-18.6	-4.0	0.1	-2.7	-5.7	-4.8	-8.2	-1.4	x	10.3
O=C(NNC(=O)C1CCC1)c1cccc(Cl)c1	0.2	3.2	3.0	-2.1	9.2	-2.1	x	x	-1.0	7.5
Cc1ccc(-c2noc(CN3CCOCC3)n2)cc1	3.3	-3.9	3.8	-0.4	-1.1	-4.3	11.3	-0.2	-14.1	-2.2
CC1CCCN(C(=O)C2c3ccccc3C(=O)N3CCc4ccccc4C23)C1 (centres undefined)	-5.3	-0.5	4.2	-2.5	3.4	-5.1	18.6	-2.4	-15.1	-10.3
COc1ccc(NC(=O)CCCN(C)S(=O)(=O)c2ccc(C)cc2)cc1	11.9	-10.3	1.9	-6.6	12.7	-16.0	-4.8	-3.6	-8.2	2.6
